# Screening data from PubChem.
# MT stabilizer = microtubule stabilizers in HeLa cells; HeLa tubulin immunostaining HCS, 24 h; share of cells brighter than vehicle mean+2SD; % tubulin-high responders, % at 10 µM; 0.83% of 200,000 active;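 active = plate Z-score above 3 for both tubulin-high and condensed-nucleus cell shares, with cell loss under 80%, at 10 µM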;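 note: anti alpha tubulin signal scored within the nucleus-defined area of each cell; some results filed as inactive read as strong as hits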
# ER stress rescue = rescue of cells from ER stress-induced death, primary screen, 384-well, CSM14.1, thapsigargin, ATP luminescence (AID 1222). CSM14.1 thapsigargin-induced death rescue, ATP luminescence; higher % means a stronger effect. cellular ATP content (survival), % at 20 µM, or EC50 in µM where a hit was titrated. 190,000 tested, under 10 active;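 active = EC50 below 50 µM in the dose-response confirmation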;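 note: death triggered by thapsigargin at about 15 µM added after 2 h compound pretreatment; cell ATP read after overnight thapsigargin exposure of roughly 18 to 22 hours; normalized against plate controls of thapsigargin alone and 5% DMSO vehicle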
# b-catenin transl = alters nuclear translocation of beta-catenin in HeLa cells. immunofluorescence imaging. nuclear translocation activity, % at 5 µM. 0.3% of 190,000 active;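 active = nuclear translocation activity above 50% at 5 µM, with a well cell count of 50 or more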;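 note: per-cell ratio of nuclear to cytoplasmic median beta-catenin stain intensity; plate controls were DMSO negative control for no effect and GSK-3 inhibitor IX positive control for full effect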
#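 Signal – beta-catenin immunofluorescence imaging with DAPI · Test system – human HeLa cell line · Dosing – 5 µM primary single dose, 0.1% DMSO, 0.02–20 µM confirmation series · Measure – % activation, nuclear-to-cytoplasmic median beta-catenin signal ratio per cell · Incubation – 24 h compound exposure at 37°C, 5% CO2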
# Dynein cargo inh = dynein cargo transport inhibition; 3617.4 mouse cells, GR-EGFP nuclear translocation imaging; test concentration mostly 20 µM; stimulated with dexamethasone, 1 µM; stronger effect = lower value; z-score, hits read low; 0.47% of 220,000 active; AID 1381;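 active = plate z-score of nuclear minus cytoplasmic receptor signal below a set negative limit, without overly bright fluorescence or cell loss, cut at about -3.5 in these data, passing the limit was not always enough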;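 note: z-score of nuclear minus cytoplasmic ring GR-EGFP intensity difference per well; some compounds called inactive have numbers as strong as hits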
#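 Also added – dexamethasone, 1.0 µM final · Buffer or medium – tet-free, stripped-serum medium · Schedule – induction 48 h, compound 1 h, agonist 30 min · Detection – formaldehyde fixation, Hoechst nuclear stain, 10x automated fluorescence imaging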
# WT yeast gro inh = growth inhibition of WT yeast, mitochondrial fusion screen; mitochondrial fusion phenotypic screen, WT strain; inhibition, % at 10 µM; 2.1% of 190,000 active; in the data active = inhibition above about 58%; tested in S. cerevisiae
# Insulin prom up = MIN6 insulin promoter up-regulation; MIN6 insulin promoter-GFP reporter, high-content imaging; stronger effect = higher value; z-score at 5 µM; 0.3% of 190,000 active; AID 1625;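 active = z-score above 3 at 5 µM with at least 500 cells counted in the well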
# XIAP antagonists = small molecules displacing peptide from XIAP – biochemical, IAP family, fluorescence polarization (AID 1018); XIAP BIR domain, fluorescence polarization peptide displacement; higher % means a stronger effect; one-dose displacement, % at 20 µM; IC50 in µM for titrated hits; 0.007% of 200,000 active; in the data active = displacement above about 50%; note: a part of the inactive calls stands beside numbers as strong as those of hits
# Autophagy HCS = autophagy modulation, high-content screen. MEF GFP-LC3 puncta imaging; test concentration mostly 10 µM. calls only at 10 µM (by protocol). 0.98% of 190,000 active. AID 463193;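 active = percentage of spot-positive cells more than 3 SD above its plate mean, without a fluorescence outlier flag or 80% toxicity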;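 note: spot-positive cell cutoff set from DMSO-treated cells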
# Lipid droplet = hepatic lipid droplet formation modulation | AML12 mouse hepatocytes, oleate lipid droplets, BODIPY imaging | inhibition, % at 6.5 µM | AID 1656 | 0.4% of 240,000 active;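 active = lipid droplet intensity inhibited by at least 50%, with more than 500 cells counted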
#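 Technique: fluorescence imaging, 20x objective, two fields per well / Assay system: AML12 hepatocytes (mouse) / Measure: % inhibition of lipid droplet signal / Doses: 6.5 µM single-point dosing / Incubation: overnight exposure / Reagent: 100 µM oleic acid challenge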
# WT yeast gro inh mutant strain = recorded beside WT yeast gro inh, whose call it bears; inhibition, %; mitochondrial fusion phenotypic screen, mutant strain inhibition
# Dynein cargo inh cytoplasmic EGFP = further read-out of Dynein cargo inh, marked with its call; z-score; measured here: cytoplasmic GR-EGFP intensity; stronger effect = higher value
# Dynein cargo inh nuclear GR-EGFP = further read-out of Dynein cargo inh, marked with its call; z-score; measured here: nuclear GR-EGFP intensity;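 lower value marks the stronger effect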
# Dynein cargo inh cell count = second read-out of Dynein cargo inh, no call of its own (marks repeat the call); z-score; measured here: cell count per field
# Insulin prom up cell count = also measured in Insulin prom up; calls as there; cell count; measured here: cytotoxicity, nuclei count;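 total cells summed across four imaged fields per well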
# Lipid droplet cells 6.5 µM = further read-out of Lipid droplet, marked with its call; cell count; measured here: cell count, cytotoxicity flag;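 cells counted across two imaged fields per well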
# b-catenin transl cell count 5 µM = second read-out of b-catenin transl, no call of its own (marks repeat the call); cell count; measured here: cell count, cytotoxicity flag
# MT stabilizer Hoechst-high % = second read-out of MT stabilizer, no call of its own (marks repeat the call); % Hoechst-high responders; measured here: nuclear condensation Hoechst responders;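 share of cells brighter than vehicle mean plus two SD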
# MT stabilizer cytotoxicity % = second read-out of MT stabilizer, no call of its own (marks repeat the call); toxicity, %; measured here: cytotoxicity by cell density;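 0% = mean cell density of plate MIN control wells and 100% = no cells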
# Autophagy HCS cell loss 18 h = further read-out of Autophagy HCS, marked with its call; toxicity, %; measured here: cell loss, nuclei count;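 cell loss after 18 h compound exposure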
# Starred values were filed as active, the others as inactive; i = inactive; / = no result given.
SMILES,MT stabilizer,MT stabilizer Hoechst-high %,MT stabilizer cytotoxicity %,ER stress rescue,b-catenin transl,b-catenin transl cell count 5 µM,Dynein cargo inh,Dynein cargo inh cytoplasmic EGFP,Dynein cargo inh nuclear GR-EGFP,Dynein cargo inh cell count,WT yeast gro inh,WT yeast gro inh mutant strain,Insulin prom up,Insulin prom up cell count,XIAP antagonists,Autophagy HCS,Autophagy HCS cell loss 18 h,Lipid droplet,Lipid droplet cells 6.5 µM
COC(=O)C1=C(C)NC(=O)NC1C1CC=CCC1 (stereo not drawn),2.2,1.1,6.3,-1.9%,-3.2,971,-1.4,-0.38,-0.64,0.78,11,-2,0.31,1537,1.1%,i,1,/,/
CCN(CC)CCCN=C(N)N,/,/,/,/,0.3,1268,-0.54,-0.25,0.15,1.2,/,/,0.13,1073,/,/,/,7,740
Cc1cc(C)n2c(SCC(=O)N(C)C3CCS(=O)(=O)C3)nnc2n1 (stereo not drawn),1.5,3.3,11,-0.8%,1.6,1363,-0.058,-0.21,-0.0054,-0.26,-10,18,1.2,1610,-0.4%,i,1,/,/
N#C/C(=C\c1ccc(OCc2ccc(C(=O)O)cc2)cc1)C(=O)N1CCOCC1,2.0,2.3,1.7,-3.8%,1.5,566,-0.033,-0.18,0.037,0.026,3,6,-0.04,1198,-8.4%,i,5,5,563
CCCC(c1c(C)n(C)n(-c2ccccc2)c1=O)c1c(C)n(C)n(-c2ccccc2)c1=O,3.1,1.7,5.0,1.3%,-5.4,1011,-0.12,-0.35,0.057,-0.36,24,-5,-0.26,1224,-1.9%,i,3,/,/
Nc1cc(-c2ccc(Cl)cc2)nn1S(=O)(=O)c1ccc(Cl)cc1,4.3,2.0,4.5,-1.0%,/,/,0.0067,-0.16,0.039,-0.28,13,2,0.74,678,-5.1%,i,9,/,/
O=C(COC(=O)[C@H](Cc1ccccc1)NC(=O)c1ccco1)NC(c1ccccc1)c1ccccc1,3.5,2.1,6.6,-2.7%,-1.4,1250,0.6,-0.24,0.38,0.15,22,20,0.24,986,-4.8%,i,-1,11,820
CN(C)c1ccc(/C=C(\C#N)C(=O)Nc2nc3c(s2)CCN(Cc2ccccc2)C3)cc1,1.0,0.6,22,-0.8%,/,/,-0.72,1.4,-0.17,1.2,20,20,/,/,-4.1%,i,0,-3,770
CCOP(=O)(c1ccccc1)C1(C#N)CC1 (stereo not drawn),1.8,1.2,6.0,1.3%,-2.7,1092,-0.38,-0.28,0.54,-0.45,-3,8,-0.78,1233,-5.6%,i,2,13,735
N/C(=N\OC(=O)c1ccc(Br)cc1)c1ccccc1,0.8,1.1,6.4,-3.8%,-2.9,870,-0.098,-0.14,-0.44,0.073,12,10,1.4,1423,-5.0%,i,5,/,/
Cc1ccc2c(ccn3cc4c(c(=O)n(C)c(=O)n4C)c23)c1,3.0,3.2,1.3,-0.7%,0.7,1543,-0.6,-0.072,-0.43,-1.5,3,5,-0.17,1001,4.5%,i,-3,-4,642
Cc1ccc(NC(=O)CSc2nnc3ccccn23)cc1,3.8,1.3,3.0,-0.8%,-3.0,1088,0.081,-0.3,0.55,-0.019,-3,7,0.06,1709,-3.4%,i,14,2,690
Oc1ccc(Cl)cc1-c1cc(-c2ccco2)[nH]n1,4.2,2.5,2.9,-1.7%,2.7,1395,0.75,-0.19,1.4,-0.6,5,0,0.04,1486,-0.2%,i,-23,/,/
O=C(c1ccc2c(c1)OCO2)N1CCCN(C(=O)c2ccc3c(c2)OCO3)CC1,2.1,0.3,27,-0.5%,1.2,987,-1,-0.24,-0.4,0.71,2,22,-0.13,1747,-3.9%,i,-4,2,705
CCOC(=O)C1(CC2CCCCO2)CCN(Cc2cc3ccccc3[nH]2)CC1 (stereo not drawn),3.1,3.0,9.0,2.7%,1.1,1547,-0.29,-0.32,-0.33,1.1,3,3,0.76,1440,0.9%,i,2,8,700
Brc1cccc(/C=N\n2cnnc2)c1,12,1.4,9.3,-0.1%,-0.1,1135,-0.55,-0.15,-0.23,0.29,6,-2,1.2,1185,-2.5%,i,1,/,/
NC(=O)Cn1cnc2nc3n(c2c1=O)CCC3,3.7,2.7,6.2,0.2%,-0.5,1521,-1,-0.36,-0.5,0.42,-20,12,1.5,976,-8.4%,i,-6,11,651
COC(=O)c1c(NC(=O)COC(=O)CCc2ccc(S(=O)(=O)N3CCOCC3)cc2)sc2c1CCC2,2.9,1.6,0.6,-5.1%,1.7,922,1,-0.25,0.72,0.13,14,-4,1.7,1417,-3.0%,i,2,-13,587
Cc1ccc(S(=O)(=O)CC(CN2CCCCC2)N2CCCCC2)cc1 (stereo not drawn),10.0,6.7,20,7.9%,2.6,1493,-0.65,0.071,-0.35,-0.44,-24,-15,2.4,1322,18%,i,2,3,691
CN(C)c1cc[n+](CCC(=O)Nc2cccc([N+](=O)[O-])c2N)cc1,6.4,2.1,5.9,0.4%,-1.1,951,1.4,-0.14,0.47,-1,7,-18,/,/,-4.7%,i,0,2,529
Cc1ccc(C)c(N2CN(CCC3=CCCCC3)CNC2=S)c1,/,/,/,/,-0.6,1152,0.44,-0.28,0.16,0.85,/,/,-0.66,1389,/,/,/,20,760
Cc1ccccc1-n1c(Cn2c(=O)sc3ccccc32)nnc1SCC(=O)N1CCOCC1,4.7,2.0,3.3,-0.4%,/,/,-0.52,-0.15,-0.12,-0.26,3,-5,-0.43,870,-4.7%,i,-9,/,/
O=C(CN(C(=O)CNS(=O)(=O)c1ccccc1)c1ccc2c(c1)OCCO2)NC1CCCCC1,4.3,3.7,8.7,-0.9%,-2.6,815,2,-0.28,0.8,-0.36,-8,7,/,/,-7.2%,i,6,/,/
COc1ccc(NC(=S)NCCc2ccccc2)c(OC)c1,1.7,1.2,5.5,5.2%,-0.1,1039,-0.24,-0.045,0.28,0.82,48,30,0.63,889,-12%,i,35,-15,825
C=C(C)C1CC=C(C)/C(=N/NC(=O)COc2ccc(Cl)cc2)C1 (stereo not drawn),2.1,2.3,11,0.2%,2.3,588,-0.26,0.54,0.6,0.18,-5,-3,0.53,1264,0.7%,i,-13,0,606
CCOC(=O)C1=C(C)N(CCCCCC(=O)O)C(=O)NC1c1ccccc1Cl (stereo not drawn),5.4,1.7,6.5,-3.8%,2.7,462,0.33,-0.33,0.45,1.1,15,4,-0.08,835,-8.1%,i,-43,14,743
COc1cc(C(C)=O)ccc1Oc1ncnc2c1cnn2-c1cccc(Cl)c1,3.8,1.5,7.2,-2.2%,/,/,-0.8,-0.078,0.13,-0.52,1,-12,0.13,1510,-6.1%,i,14,14,658
CCc1cc2c(=O)n3c(nc2s1)-c1[nH]c2ccc(OC)cc2c1CC3,1.4,1.7,8.6,1.8%,-1.7,826,-0.16,-0.13,-0.068,0.35,-7,15,-0.51,1262,-10%,i,1,5,583
COc1ccccc1N(CC(O)CN(c1ccccc1)S(C)(=O)=O)S(=O)(=O)c1ccccc1 (stereo not drawn),2.9,2.8,5.5,-2.0%,-0.4,1052,-0.32,-0.26,-0.22,-0.17,3,10,-0.11,1794,-5.5%,i,-1,-16,577
COc1ccc(C(=O)NC(=S)Nc2ccccc2N2CCCCC2)cc1[N+](=O)[O-],0.3,1.9,16,-1.6%,0.1,942,-0.35,-0.15,0.0068,-0.055,36,10,-0.66,1217,-7.5%,i,5,-2,645
O=[N+]([O-])c1ccc(NCc2ccccc2)nc1,1.4,1.7,5.8,-3.0%,0.8,984,0.19,-0.31,-0.31,0.3,18,5,/,/,-0.7%,i,0,-7,501
c1csc(CN2CCN(Cc3cccs3)C2c2cccs2)c1,5.4,3.6,3.4,2.4%,-5.1,1176,-0.93,-0.29,-0.36,0.35,-7,7,-1.2,930,-5.7%,i,3,8,700
c1ccc(-c2cc(N3CCOCC3)nc3ccccc23)cc1,2.3,1.0,6.0,-0.1%,3.7,1187,-0.26,-0.18,0.48,0.44,-8,6,0.26,1260,-13%,i,-1,35,736
COC(=O)c1ccccc1NC(=O)c1c(O)c2cccc3c2n(c1=O)CCC3,/,/,/,0.1%,-1.0,761,/,/,/,/,/,/,-0.25,1043,-3.2%,/,/,/,/
